Bioassay records: PubChem BioAssay, National Center for Advancing Translational Sciences (NCATS)
Apoferritin bind = binds horse apoferritin like a general anesthetic; Potency, µM (top dose mostly 77.5 µM), without a hit: at the highest dose activity change, negative = displacement, hits mostly inhibitors; 350,000 compounds, 0.074% hits; apoferritin/1-aminoanthracene competitive binding, fluorescence; P02791; note: % is set by controls: 0 for no effect and ±100 for the full control effect; nearly all actives have a fitted effect of over 20% in size
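10 uM apoferritin + 50% sat. 1-AMA, PBS; cpd 10 min RT; Ex380/Em535 endpoint; normalized to free probe vs complex; 4-param Hill fit; propofol titration as pos. ctrl.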
G9a inh = inhibitors of human histone lysine methyltransferase G9a; Potency, µM (titrated, usually from 102 µM), without a hit: at the top dose activity, negative = inhibition, hits mostly inhibitors; 350,000 compounds, 8.8% hits; G9a H3K9 monomethylation, AlphaScreen, 2 h; note: % is set by controls: 0 for no effect and ±100 for the full control effect; nearly all actives have a fitted effect of over 75% in size
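AlphaScreen detection with an anti-monomethyl H3K9 antibody quantified product after a 2 h room-temperature reaction containing 500 nM biotinylated H3K9 peptide, 20 µM SAM and 20 nM enzyme, which had been preincubated 15 min with compound.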
BAZ2B inh = BAZ2B (human) inhibition; 360,000 compounds, 4.4% hits; AID 504333; Potency, µM (top dose mostly 114 µM), for inactives: at the highest dose activity change, negative = inhibition, most hits filed as inhibitors; Q9UIF8; AlphaScreen BAZ2B-H3K14Ac peptide displacement; note: % is set by controls: 0 for no effect and ±100 for the full control effect; nearly all actives have a fitted effect of over 60% in size
Target sequence (Q9UIF8 whole entry, looked up): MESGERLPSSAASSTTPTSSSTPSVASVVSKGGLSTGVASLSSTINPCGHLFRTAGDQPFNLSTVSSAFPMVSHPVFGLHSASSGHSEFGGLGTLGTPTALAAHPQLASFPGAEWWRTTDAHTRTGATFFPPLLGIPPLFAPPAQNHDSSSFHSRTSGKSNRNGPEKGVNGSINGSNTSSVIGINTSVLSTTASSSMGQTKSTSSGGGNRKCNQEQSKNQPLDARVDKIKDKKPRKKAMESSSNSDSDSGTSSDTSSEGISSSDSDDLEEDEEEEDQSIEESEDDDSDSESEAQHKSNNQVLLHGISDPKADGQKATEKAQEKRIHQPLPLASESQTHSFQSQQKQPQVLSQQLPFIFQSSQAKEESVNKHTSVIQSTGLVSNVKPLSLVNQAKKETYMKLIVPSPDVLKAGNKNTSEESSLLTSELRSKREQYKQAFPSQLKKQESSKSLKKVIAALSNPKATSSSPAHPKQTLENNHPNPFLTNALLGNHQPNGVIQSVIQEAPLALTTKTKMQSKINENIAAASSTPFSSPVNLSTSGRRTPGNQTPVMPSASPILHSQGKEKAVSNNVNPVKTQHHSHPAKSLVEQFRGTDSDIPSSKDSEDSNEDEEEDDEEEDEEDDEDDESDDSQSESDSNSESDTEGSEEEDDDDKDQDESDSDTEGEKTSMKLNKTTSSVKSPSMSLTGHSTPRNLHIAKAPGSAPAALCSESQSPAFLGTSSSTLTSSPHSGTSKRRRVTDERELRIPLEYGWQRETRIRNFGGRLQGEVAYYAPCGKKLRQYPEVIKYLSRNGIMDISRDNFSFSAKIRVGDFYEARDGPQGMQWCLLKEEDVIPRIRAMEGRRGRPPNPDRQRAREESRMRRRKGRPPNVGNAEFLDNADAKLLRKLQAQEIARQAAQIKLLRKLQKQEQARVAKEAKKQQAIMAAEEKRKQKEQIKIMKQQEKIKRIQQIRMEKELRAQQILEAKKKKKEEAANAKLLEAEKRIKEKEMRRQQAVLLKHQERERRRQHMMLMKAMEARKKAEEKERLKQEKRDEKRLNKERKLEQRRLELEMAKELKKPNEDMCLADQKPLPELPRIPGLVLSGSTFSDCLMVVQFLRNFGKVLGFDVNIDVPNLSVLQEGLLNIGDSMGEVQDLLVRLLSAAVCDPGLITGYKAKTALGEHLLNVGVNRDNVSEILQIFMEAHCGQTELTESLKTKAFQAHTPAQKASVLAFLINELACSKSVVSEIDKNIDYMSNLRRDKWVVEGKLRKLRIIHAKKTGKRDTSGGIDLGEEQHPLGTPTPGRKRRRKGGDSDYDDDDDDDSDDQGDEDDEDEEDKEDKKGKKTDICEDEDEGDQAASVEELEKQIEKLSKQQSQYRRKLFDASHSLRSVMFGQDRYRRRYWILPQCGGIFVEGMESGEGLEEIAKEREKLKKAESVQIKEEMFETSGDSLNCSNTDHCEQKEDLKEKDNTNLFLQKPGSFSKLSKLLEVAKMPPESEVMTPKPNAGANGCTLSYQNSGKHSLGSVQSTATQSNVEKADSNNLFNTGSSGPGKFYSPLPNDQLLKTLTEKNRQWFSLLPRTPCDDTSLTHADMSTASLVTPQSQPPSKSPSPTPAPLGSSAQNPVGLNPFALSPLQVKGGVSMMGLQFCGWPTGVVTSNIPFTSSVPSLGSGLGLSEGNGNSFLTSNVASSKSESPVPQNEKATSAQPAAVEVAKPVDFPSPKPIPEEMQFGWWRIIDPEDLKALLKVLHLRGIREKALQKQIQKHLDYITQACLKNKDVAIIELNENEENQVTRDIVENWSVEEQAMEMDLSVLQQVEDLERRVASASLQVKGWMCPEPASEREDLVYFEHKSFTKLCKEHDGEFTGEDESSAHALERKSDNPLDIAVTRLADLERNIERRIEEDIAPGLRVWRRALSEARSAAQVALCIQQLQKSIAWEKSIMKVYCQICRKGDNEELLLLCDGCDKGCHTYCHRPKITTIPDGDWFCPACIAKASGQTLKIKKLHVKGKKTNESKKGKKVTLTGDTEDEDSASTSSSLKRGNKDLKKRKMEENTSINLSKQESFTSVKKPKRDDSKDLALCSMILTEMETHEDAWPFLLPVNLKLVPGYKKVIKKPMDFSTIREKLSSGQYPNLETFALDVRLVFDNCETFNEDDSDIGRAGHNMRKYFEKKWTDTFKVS
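Inhibition is scored as reduced AlphaScreen emission. The BAZ2B/b-H3(5-23)K14Ac complex (50 nM each) in PBS pH 7.4, 0.01% Tween-20 meets compound (up to 110 uM) for 30 min at RT before bead addition.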
BLM helicase inh = inhibitors of human Bloom syndrome helicase BLM. P54132. recombinant BLM DNA unwinding, fluorescence dequenching. Potency, µM (series often up to 56.1 µM), for the others: at the highest dose activity change, negative = inhibition, usual class: inhibitors. 350,000 compounds, 0.2% hits. AID 2528;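 note: plate controls were vehicle for no effect and no enzyme for full effect; nearly all actives have a fitted effect of over 35% in size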
Pol eta inh = DNA polymerase eta (human) inhibition; recombinant Pol eta, fluorescent DNA replication assay; AID 588591; Q9Y253; 390,000 compounds, 1.2% hits; Potency, µM (top dose mostly 114 µM), for the others: at the top dose activity change, negative = inhibition, hits mostly inhibitors; note: % is set by controls: 0 for no effect and ±100 for the full control effect
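Pol eta (10 nM) was preincubated with compounds for 15 min at room temperature, after which fluorescent replication substrate (50 nM final) was added to start the reaction. Fluorescence was read kinetically at 0 and 10 min.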
APEX1 inh = inhibitors of human APE1 endonuclease | 350,000 compounds, 0.35% hits | recombinant APE1, TAMRA/BHQ-2 abasic DNA cleavage fluorescence | Potency, µM (highest dose often 65.8 µM), without a hit: top-dose activity change, negative = inhibition, most hits filed as inhibitors | P27695;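 note: plate controls were vehicle for no effect and reference inhibitor for full effect; nearly all actives have a fitted effect of over 55% in size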
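APE1 at 0.75 nM final was preincubated with compound 15 min at room temperature, then 50 nM double-stranded THF abasic-site substrate (5'-TAMRA/3'-BHQ-2) was added. Fluorescence (ex 525/em 598 nm) was read kinetically; third-minus-first read gave activity.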
Pol iota inh = blocks human DNA polymerase iota activity; Q9UNA4; Pol iota fluorescent replication assay, 10 min; Potency, µM (top dose mostly 115 µM), for inactives: top-dose activity, negative = inhibition, most hits filed as inhibitors; 390,000 compounds, 1% hits; AID 588590
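Fluorescent replication assay read twice, at 0 min and 10 min after adding 50 nM (final) substrate. Enzyme (10 nM) and compounds were first incubated 15 min at room temperature; enzyme-free buffer wells were negative controls.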
POLK inh = blocks human DNA polymerase kappa activity; Q9UBT6; purified Pol kappa, fluorescent DNA synthesis assay, 10 min; Potency, µM (top dose mostly 107 µM), without a hit: at the highest dose activity, negative = inhibition, actives largely listed as inhibitors; 400,000 compounds, 0.53% hits; AID 588579; note: % is set by controls: 0 for no effect and ±100 for the full control effect
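Inhibition of 10 nM Pol kappa is measured by a fluorescent read-out at 0 and 10 min following addition of 50 nM substrate (final), with a 15-min room-temperature compound preincubation.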
POLB inh = DNA polymerase beta (human) inhibition; 340,000 compounds, 1.3% hits; Pol beta primer extension/strand displacement, fluorescence kinetic; P06746; Potency, µM (doses to about 114 µM), without a hit: at the highest dose activity change, negative = inhibition, usual class: inhibitors; note: % is set by controls: 0 for no effect and ±100 for the full control effect
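Enzyme-only controls used 10 nM Pol beta; buffer lacking enzyme served as negative control. Compound preincubated 15 min, then 50 nM substrate added; 0 and 10 min reads at room temperature.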
Numbers without * were called inactive; i = inactive; ? = inconclusive; · = not tested or not shown; [ ] = dose if it differs, or a comment. Calls come from the whole dose curve; as a rule, active = well fitted curve in the direction sought with a large enough effect; inconclusive = small, poorly fitted or top-dose-only effect, or another doubt; inactive = no such curve, though single readings can be large; an effect the other way counts as inactive or inconclusive. Potency is the fitted concentration of half-maximal effect. Only part of the results is shown; count on the stated rates, not on these rows.

Values run as follows: Apoferritin bind	G9a inh	BAZ2B inh	BLM helicase inh	Pol eta inh	APEX1 inh	Pol iota inh	POLK inh	POLB inh
> COc1ccc2nc(CNC(=O)C3CCC(=O)N(CCc4ccccc4)C3)[nH]c2c1 (stereo not drawn)
 : -7%	·	6%	-11%	-1%	8%	92%[activator]	-11%	56%
> O=C(Nc1ccnn1C1CCN(Cc2ccc(F)cc2)CC1)C1CC1
 : -2%	-7%	-12%	-1%	-10%	28%	-2%	-5%	1%
> Cc1cccc(CNc2ccnc(-c3ccc(C(=O)N(C)C)cc3)n2)c1
 : -19%	·	·	2%	·	-6%	·	?	·
> COc1ccc(C=O)cc1CSc1nnc(COc2cccc3cccnc23)o1
 : ?	7%[59 µM]	-4%	2%	-21%	6%	4%	-8%	1%
> O=C1C=C(Nc2ccc(Cl)cc2)CC(c2ccco2)C1 (stereo not drawn)
 : -7%	?	-9%	-5%	?	9%	?	-27%	?
> CC(C)c1ccccc1NC(=O)CSc1nnc(COc2ccccc2)o1
 : -3%	2%[59 µM]	7%	-1%	-14%	·	16%	12%	12%
> COc1cccc(C2C(C#N)=C(N)N(N(C)C)C3=C2C(=O)CC(C)(C)C3)c1OC (stereo not drawn)
 : -4%	17%	-2%	1%	-7%	0%	7%	10%	8%
> CCOC(=O)Cc1csc(NC(=O)/C=C/c2ccc(Cl)cc2)n1
 : 8%	-12%	-21%	-6%	-6%	6%	?	-11%	1%
> Cc1cc(NC(=O)CN2CCCCC2)no1
 : -13%	?	56µM*	1%	-8%	-3%	47%[activator]	-10%	33%
> COc1cc(C(C#N)N2CCOCC2)ccc1O (stereo not drawn)
 : -9%	-31%	-5%	-3%	-11%	3%	-7%	3%	2%
> CCOC(=O)c1cc(NC(=O)NCc2ccco2)c(C)nc1C
 : -8%	?	·	-3%	-12%	-14%	-16%	4%	19%
> CC1CCN(C(=O)CN(c2ccc(Oc3ccccc3)cc2)S(C)(=O)=O)CC1
 : -19%	1%	-4%	-3%	-15%	-11%	30%[activator]	-7%	25%
> Cc1[nH]c2ccccc2c1C(=O)COc1ccccc1F
 : -21%	-48%	-1%	-11%	-7%	-1%	77%[activator]	-14%	5%
> COc1ccc(Cl)cc1C(=O)NCC(=O)OCc1ccccc1
 : ·	-30%	11%	·	-23%	37%	36%[activator]	10%	·
> Cc1ccc(Cn2c(O)c(N=O)c3ccccc32)cc1
 : ?	·	-29%	-6%	-21%	15%	69%[activator]	-7%	19%
> O=C(CN1C(=O)NC2(CCCCC2)C1=O)Nc1ccccc1N1CCCC1
 : ·	5%[0.501 µM]	-6%	·	-11%	54%[activator]	15%	3%	·
> O=C(NC1CCCC1)C1CCN(c2nccs2)CC1
 : -6%	19%[59 µM]	-3%	0%	-7%	5%	-11%	2%	19%
> Cc1ccc(NC(=O)c2ncn(CC(=O)NCc3ccc4c(c3)OCO4)n2)cc1C
 : ·	·	·	·	-15%	-1%	-29%	-9%	·
> CCCCn1c(=O)c(CCC(=O)OCC(=O)NCc2ccc(OC)c(OC)c2)nc2ccccc21
 : -5%	7%	-12%	0%	-16%	6%	46%[activator]	3%	?
> Cc1ccc(N2CC(C(=O)OCC(=O)Nc3ccc(Cl)cc3)CC2=O)cc1 (stereo not drawn)
 : ·	-13%[59 µM]	7%	·	-11%	14%	79µM*	-6%	·

As entered above.
Cc1ccc(NC(=O)c2ncn(CC(=O)NCc3ccc4c(c3)OCO4)n2)cc1C – POLK inh: -9%
O=C(CN1C(=O)NC2(CCCCC2)C1=O)Nc1ccccc1N1CCCC1 – BAZ2B inh: -6%

Other compounds:
Values run as follows: Apoferritin bind	G9a inh	BAZ2B inh	BLM helicase inh	Pol eta inh	APEX1 inh	Pol iota inh	POLK inh	POLB inh
> CC(=O)COc1ccc2oc(=O)cc(-c3cc4ccccc4o3)c2c1
 : -20%	19%[0.501 µM]	-11%	-5%	-20%	-26%	-5%	-2%	10%
> CCOC(=O)c1c(NC(=O)C(C)Oc2ccccc2F)sc(C(C)=O)c1C (stereo not drawn)
 : 6%	6%[59 µM]	1%	-1%	-11%	·	27%	-4%	4%
> O=C(NC1CCCCC1)c1ccc(-n2cncn2)c([N+](=O)[O-])c1
 : ·	·	·	·	-26%	7%	109%[activator]	-18%	·
> CC(=C/c1ccco1)/C=N/N1CCN(c2ccccc2)CC1
 : -8%	-8%	?	-4%	7%	2%	14%	-9%	9%
> COc1cc2c(cc1N/C=C(\C#N)c1nc(-c3ccc(F)cc3)cs1)oc1ccccc12
 : -3%	·	-13%	0%	-3%	0%	6%	8%	32%
> CN(Cc1cccs1)C(=O)CNC(=O)c1ccco1
 : -4%	26%	-18%	-1%	1%	26%	28%	8%	2%
> Cc1cccc(OCC(=O)Nc2ccc3c(c2)OCO3)c1C
 : ?	-29%[59 µM]	-6%	-17%	8%	-5%	-6%	-9%	3%
> COc1ccccc1-c1nnc(SCC(=O)Nc2c(Cl)cccc2Cl)o1
 : 0%	-32%[12.7 µM]	-21%	-1%	-1%	1%	i	-6%	-27%
> COc1cccc(C(c2nnnn2CCc2ccccc2)N2CCN(c3ccccc3)CC2)c1OC (stereo not drawn)
 : 27%	?	-32%	-7%	-19%	-5%	?	-5%	-12%
> C=C(C)CNC(=S)NNC(=O)c1ccco1
 : -3%	-35%[12.7 µM]	0%	-2%	-10%	-2%	25%	-6%	-1%
> CC1=C(C(=O)OC(C)C)C(c2ccc(Br)s2)NC(=O)N1 (stereo not drawn)
 : -15%	-4%	?	-2%	-7%	15%	12%	-5%	8%
> NC(=O)COC(=O)c1cc(Cl)cc(Cl)c1N
 : 191%[activator]	-2%	-12%	-1%	-5%	4%	49%[activator]	-7%	5%
> COC(=O)c1cc(NS(=O)(=O)c2ccc(NCc3cccnc3)c(N)c2)cc(C(=O)OC)c1
 : -11%	35µM*	-10%	-9%	-24%	-4%	18%	-14%	4%
> CC(Sc1nnc(C2CC2)n1C)C(=O)Nc1ccc2c(c1)CCC2 (stereo not drawn)
 : ·	0%[2.33 µM]	-5%	·	-16%	31%	42%[activator]	-15%	·
> COc1ccc2cc3cc(C(=O)Nc4ccccc4N4CCN(C)CC4)oc3nc2c1
 : -12%	-7%[12.7 µM]	-7%	7%	-5%	-10%	19%	-2%	-2%
> CCN(CC)CCNC(=O)C1c2cc(OC)c(OC)cc2C(=O)N2CCc3ccccc3C12 (stereo not drawn)
 : -7%	9%[0.501 µM]	6%	2%	-12%	-4%	11%	5%	?
> O=C(NC1CC2CCC1C2)c1ccc(CN2CCOCC2)cc1 (stereo not drawn)
 : 9%	-40%[12.7 µM]	38%[activator]	4%	9%	3%	10%	2%	-6%
> COc1ccc(-c2cc(C)nc3nc(N)nn23)cc1
 : -7%	-24%[59 µM]	7%	-1%	0%	0%	?	-3%	27%
> COc1ccc(OCc2cc(C(=O)NCc3nc(C)cs3)no2)c(Cl)c1
 : ?	13%	-10%	-6%	-22%	8%	-2%	-11%	23%
> Nc1nc(Nc2ccccc2)nc(N2CCOCC2)c1[N+](=O)[O-]
 : -11%	-50%[59 µM]	-33%	-1%	-5%	7%	5%	-18%	4%
> Cc1ccc(S(=O)(=O)N(C)c2ccc3c(ncn3C)c2[N+](=O)[O-])cc1
 : ·	6%[2.33 µM]	8%	·	8%	19%	-3%	-6%	·
> CCOc1ccc(Nc2n[nH]c(=S)s2)cc1
 : -2%	-150%	-9%	3%	-8%	16%	4%	-9%	12%[57.1 µM]
> CCOC(=O)/C(=N\Nc1ccccc1Cl)N1CCN(c2ccccc2OC)CC1
 : -15%	-51%	-20%	-6%	-8%	-9%	-19%	1%	-2%
> COc1ccc(C)cc1-n1c(SCC(=O)Nc2cc(C)on2)nc2ccccc2c1=O
 : -8%	3%	-26%	-9%	-17%	-3%	116%[activator]	-10%	-28%
> CC(C)C[C@@H]1NC(=O)[C@H](Cc2ccc(O)cc2)NC(=O)c2cc([N+](=O)[O-])cc(I)c2NCCC[C@@H](C(N)=O)NC1=O
 : -16%	71µM*	?	-2%	16%	-12%	?	-9%	?
> O=C(Nc1ccccc1N1CCOCC1)c1cccs1
 : -5%	?	-6%	4%	-8%	16%	16%	-4%	-20%
> O=[N+]([O-])c1cc2c(cc1/C=N/n1c(-c3ccccc3)n[nH]c1=S)OCO2
 : -20%	1.4µM*	?	18µM*	10%	-2%	4%	-18%	?
> Cc1ccc2oc(-c3cccc(NC(=O)c4ccc(N5CCC(C)CC5)c([N+](=O)[O-])c4)c3)nc2c1
 : 48%[activator]	-48%[59 µM]	?	-1%	-5%	·	-17%	-5%	-4%
> C=CC[C@@H](CC(=O)OC(C)(C)C)C(=O)OC[C@@H]1CCCN1C(=O)[C@@H](CC=C)CC(=O)N[C@@H](CO)Cc1ccccc1
 : ·	·	·	·	-26%	28%	19%	4%	·
> Cc1ccc(SC(C)C(=O)O/N=C(\N)c2ccncc2)cc1 (stereo not drawn)
 : -24%	·	30%	0%	-6%	-3%	5%	2%	0%
> CC(=O)OCC(=O)Nc1cc(S(=O)(=O)N2CCCCCC2)ccc1Cl
 : ?	21%	·	1%	-19%	-4%	43%	8%	-1%
> Cc1cccc(C)c1NC(=O)CNC(=O)C(Cc1ccccc1)NC(=O)c1ccccc1 (stereo not drawn)
 : -4%	31%	-16%	-2%	-19%	6%	-25%	-10%	38%
> COc1ccc(C(=O)NC(=S)N2CCCCC2)cc1[N+](=O)[O-]
 : 1%	?	-22%	1%	-26%	5%	8%	-10%	82%
> COc1ccc(NC(=O)Cc2cccc3ccccc23)cc1
 : -12%	·	?	-1%	-19%	-9%	27%	-23%	-2%
> N#Cc1ccccc1S(=O)(=O)N1CCN(C(=O)C2CCC2)CC1
 : ·	5%[59 µM]	-2%	·	-21%	22%	32%[activator]	0%	·
> O=S(=O)(Cc1ccccc1)NCc1ccccn1
 : 5%	?	-12%	2%	0%	15%	3%[58.9 µM]	-8%	9%
